# Screening data (PubChem)
# MITF inh: inhibitors of human MITF; O75030; AlphaScreen MITF homodimerization, bead proximity signal; inhibition, % at 2.6 µM; actives 0.91% (n = 650,000); AID 1259374; in the data active = inhibition above about 50%;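 note: 0% = vehicle wells with protein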
# Target sequence (O75030 whole entry, looked up): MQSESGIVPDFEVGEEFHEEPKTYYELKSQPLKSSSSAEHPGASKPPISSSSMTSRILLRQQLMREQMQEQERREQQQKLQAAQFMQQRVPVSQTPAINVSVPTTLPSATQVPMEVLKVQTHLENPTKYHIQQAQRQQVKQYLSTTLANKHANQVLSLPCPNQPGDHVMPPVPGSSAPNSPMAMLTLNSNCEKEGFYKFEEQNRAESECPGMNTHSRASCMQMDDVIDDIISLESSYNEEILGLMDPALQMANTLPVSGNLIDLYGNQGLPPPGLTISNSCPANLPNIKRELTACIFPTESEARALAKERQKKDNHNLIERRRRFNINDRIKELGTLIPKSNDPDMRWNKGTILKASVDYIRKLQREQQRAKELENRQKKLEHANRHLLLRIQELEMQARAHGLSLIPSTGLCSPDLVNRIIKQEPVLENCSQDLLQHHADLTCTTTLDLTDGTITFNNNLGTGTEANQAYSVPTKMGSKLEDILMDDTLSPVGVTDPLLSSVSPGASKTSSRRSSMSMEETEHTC
# GPR151 activ: activators of human GPR151; Q8TDV0; PathHunter beta-arrestin GPR151 cells, luminescence; activation, % at 11.2 µM; actives 1% (n = 650,000); in the data active = activation above about 4.9%;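 note: 0% = median of compound wells and 100% = cells with positive control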
# Target sequence (Q8TDV0 whole entry, looked up): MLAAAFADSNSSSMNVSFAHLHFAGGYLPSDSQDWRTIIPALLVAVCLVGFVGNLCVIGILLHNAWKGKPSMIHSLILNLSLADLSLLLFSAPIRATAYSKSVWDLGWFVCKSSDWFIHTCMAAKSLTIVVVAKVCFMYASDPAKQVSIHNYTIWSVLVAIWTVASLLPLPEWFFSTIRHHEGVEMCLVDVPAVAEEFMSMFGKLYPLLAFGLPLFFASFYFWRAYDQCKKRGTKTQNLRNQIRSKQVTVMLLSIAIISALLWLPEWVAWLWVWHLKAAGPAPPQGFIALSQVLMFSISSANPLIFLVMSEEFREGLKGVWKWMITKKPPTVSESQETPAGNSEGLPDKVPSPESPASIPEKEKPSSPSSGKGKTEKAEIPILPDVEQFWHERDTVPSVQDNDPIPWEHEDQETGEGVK
# FBW7 activator: activators of human E3 ligase FBW7; Q969H0; AlphaScreen FBW7–phospho-cyclin E peptide binding, activator screen; normalized activity (activation), % at 26.1 µM; actives 0.13% (n = 650,000); AID 1259310; in the data active = normalized activity above about 1.9%;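 note: purified mutant Fbw7 with reduced substrate affinity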
# TEAD-YAP inh: TEAD-YAP interaction inhibition | HEK-TIYL cells, TEAD-Gal4/YAP UAS-luciferase luminescence | inhibition, % at 9.12 µM | actives 1.4% (n = 640,000); in the data active = inhibition above about 32%;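 note: 0% = median of test compound wells and 100% = reference inhibitor wells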
# Starred values were filed as active, the others as inactive. Compounds were not picked by outcome; 3.5% or so of the library scored in one or more.
SMILES,MITF inh,GPR151 activ,FBW7 activator,TEAD-YAP inh
CCOC(=O)C1=C(C)NC(=O)NC1c1ccc(OC)c(OCc2ccccc2)c1 (stereo not drawn),-16,0.5,-0.1,-14
O=C(NCCCN1CCOC(c2ccccc2)C1)c1ccc(Cl)c(Cl)c1 (stereo not drawn),17,-1.0,0.3,8
COCCN(CCOC)S(=O)(=O)c1ccc(C(=O)Nc2nc3c(C)cc(C)cc3s2)cc1,-2,1.2,0.1,-5
O=C(O)CCC(=O)NNC(=O)c1cccc([N+](=O)[O-])c1,-2,-1.3,0.1,-2
CCC(=O)N1c2ccccc2-c2nnc(SC)nc2OC1c1c(OC)ccc2ccccc12 (stereo not drawn),9,1.2,0.4,-47
CCOc1ccc(NC(=O)c2ccc(F)c(S(=O)(=O)N3CCCCCC3)c2)cc1,9,-0.2,0.0,-5
Cc1cc(C)nc(NNc2ccc(C(F)(F)F)cc2[N+](=O)[O-])n1,-7,0.4,-0.1,0
COc1ccc(-c2cc(C(F)(F)F)c3c(N)c(C(=O)NC4CC4)sc3n2)cc1OC,-14,0.8,0.2,-3
CCOc1cn(-c2ccc(F)cc2)nc1C(=O)Nc1ccccc1F,4,0.3,0.1,-2
CCC1CCC(C(=O)Nc2cccc(C)c2N2CCC3(CC2)OCCO3)O1 (stereo not drawn),4,0.0,0.1,2
CCc1nnc2nc(-c3ccc(NC(=O)c4cnccn4)cc3)cn2c1CC,9,-1.3,0.1,0
CC(C)(SC(=S)N1CCCCCC1)C(=O)O,-8,0.7,0.0,2
Cc1ccc(Sc2cc(C(=O)NC3CC3)c3ccccc3n2)cc1,3,5.4*,0.0,1
CN1CCN(C(CNC(=O)NC(C)(C)C)c2ccc3c(c2)OCO3)CC1 (stereo not drawn),9,3.7,0.1,3
CCC(C)C(NC(=O)C(CC(C)C)NC(=O)OCc1ccccc1)C(=O)OC (stereo not drawn),4,-0.1,0.0,19
CC(C)Oc1ccc(C2CC(=O)N(c3cccc(/C=C/C(=O)O)c3)C2=O)cc1 (stereo not drawn),-1,0.8,0.0,0
COc1cccc(CNC(=O)Nc2cccs2)c1,-6,-0.2,-0.2,-33
O=C(Nc1nc2ccc(Cl)cc2s1)c1cccc(Oc2ccccc2)c1,74*,0.8,-0.1,-1
Cc1ccc(OCCOC(=O)c2nc3nccc(C)n3n2)cc1,-5,4.1,-0.2,-8
Cc1cc(C)cc(NC(=S)N(CCCN2CCCCCC2)Cc2ccco2)c1,4,-1.0,0.2,9
COc1ccc(OC)c(NC(=O)c2cc(S(=O)(=O)N3CCCCC3)ccc2F)c1,-1,0.7,0.0,3
CC1Cc2ccccc2N1CC(=O)N(C)c1c(N)n(Cc2ccccc2)c(=O)[nH]c1=O (stereo not drawn),-9,1.6,-0.1,4
CCOc1ccccc1NC(=O)C(C)Oc1ccccc1C (stereo not drawn),15,-1.6,0.9,0
CC(OC(=O)CNc1ccc(C(F)(F)F)cc1[N+](=O)[O-])C(=O)NC1CCCC1 (stereo not drawn),1,-1.2,-0.1,-5
NC(=O)c1cc(NC(=O)c2ccc([N+](=O)[O-])cc2)ccc1Cl,-4,0.2,-0.2,-14
O=C(CSc1nc2ccsc2c(=O)n1CCN1CCCC1)NC1CCCC1,9,0.5,0.0,-1
O=C(COC(=O)c1ccc(Cl)cc1[N+](=O)[O-])c1ccc2c(c1)OCCO2,3,1.3,-0.1,-10
CCCC(=O)Nc1ccc(C(=O)N2CCN(c3ccc([N+](=O)[O-])cc3)CC2)cc1,3,1.1,-0.2,3
Cc1nnc2c(SCc3ccco3)nc3ccccc3n12,-8,0.0,-0.3,-10
COc1cccc(CNC(=O)c2nnc(Cc3ccc(Cl)cc3Cl)o2)c1,-16,0.0,0.1,-8
CCc1ccc2c(c1)cc(CN(Cc1ccco1)C(=O)Nc1ccccc1F)c1nnnn12,-1,-0.6,0.1,-4
O=C(NCCOC(=O)N(O)c1ccccc1)Nc1cccc(C(F)(F)F)c1,18,-0.2,0.1,4
COc1ccc2oc(C(=O)OCC(=O)NCCCN3CCCC3=O)c(C)c2c1,7,-2.3,0.5,0
O=C1OC(c2cccc3ccccc23)=N/C1=C/c1cccnc1,3,-0.1,0.0,9
O=C(O)CCc1nc2cccnc2n1Cc1ccccc1,10,0.8,0.1,1
CC[C@H](C)[C@@H]1NC(=O)[C@@H]2C[C@H](NCc3ccc(F)c(F)c3)CN2C1=O,9,2.8,-0.6,12
CCOC(=O)C1C(c2cccc(Br)c2)NC(=O)NC1(O)C(F)(F)F (stereo not drawn),0,-1.0,0.2,-13
CC(C)CN1C(=O)c2ccc(C(=O)NCc3ccc4c(c3)OCO4)cc2C1=O,-9,0.5,0.0,2
c1ccc(-c2nnc(-c3cccs3)c3nocc23)cc1,-5,2.1,0.0,-37
COc1ccc(CN2CCCC(c3[nH]ncc3C)C2)cc1OC (stereo not drawn),-7,-0.2,0.1,-20
COC(=O)c1cc(NC(=O)CSc2nc3[nH]ncc3c(=O)n2-c2cccc(C(F)(F)F)c2)cc(C(=O)OC)c1,2,1.3,0.0,7
CCOC(=O)c1c(NC(=O)c2cc3nc(-c4cccs4)cc(C(F)(F)F)n3n2)sc2c1CCC(C)C2 (stereo not drawn),-3,0.3,-0.1,-2
O=C(CSc1nnns1)Nc1ccc(F)c(Cl)c1,5,-0.6,0.0,-4
CC[C@H](C)[C@@H]1NC(=O)[C@@H]2C[C@H](NCc3ccccc3Cl)CN2C1=O,16,0.9,0.1,6
CCN(CC)C(=S)Nc1ccc(F)cc1,-2,-0.3,0.1,12
CC1CCCCN1CCNC(=O)CN1C(=O)CC(C)(C)Sc2ccccc21 (stereo not drawn),-7,0.0,-0.1,10
Cc1ccc(S(=O)(=O)Nn2c(SCC(=O)NCCc3ccccc3)nc3ccccc3c2=O)cc1,0,-1.5,-0.1,8
CC1CN(Cc2cccnc2)Cc2cc(Cl)ccc2O1 (stereo not drawn),-6,-0.3,-0.1,4
CN(C)CCNC(=O)C(c1ccccc1)c1ccccc1,-1,0.7,-0.1,-8
COc1cc(OC)c(OC)cc1CN1CCCC(c2[nH]ncc2C)C1 (stereo not drawn),-7,-0.7,-0.1,0
COc1cc(NC(=O)c2nn3c(C(F)(F)F)cc(-c4cccs4)nc3c2Cl)c(OC)cc1Cl,2,-0.4,-0.1,-16
COc1cc(/C=C2/C(=N)N3C(c4ccccc4)=CSC3=NC2=O)ccc1OCCOc1ccccc1,3,0.1,0.0,-7
CC1CCN(C(=O)CSc2nnc(Cc3ccccc3)o2)CC1,5,-0.2,0.0,15
CCOc1ccc(-n2nnnc2SCC(=O)c2ccc(OC)cc2OC)cc1,8,0.3,0.1,-2
COc1cc([N+](=O)[O-])cc2c1OC1(C=C2)N(c2ccccc2)c2ccccc2C1(C)C (stereo not drawn),14,-1.5,-0.1,4
Cc1cnc(C)c(-c2ccc3c(c2)CC(CNC(=O)c2c(F)cccc2F)O3)n1 (stereo not drawn),8,-0.9,0.0,-12
Cc1cccc(C(=O)Nc2cccc(Br)c2)c1[N+](=O)[O-],10,0.4,0.1,2
CCCC1=C(C(=O)OCC)C(c2cccc(Br)c2)C(C#N)=C(N)O1 (stereo not drawn),2,-1.0,-0.1,3
COc1cccc(C(=O)NC(/C=C/c2ccccc2)c2c(O)ccc3ccccc23)c1 (stereo not drawn),-1,0.8,-0.1,-9
O=C(Nc1c(C(=O)Nc2ccccc2F)oc2ccccc12)c1cccc(Cl)c1,1,0.4,-0.2,-2
# Remaining list, next part.
SMILES,MITF inh,GPR151 activ,FBW7 activator,TEAD-YAP inh
COc1cc(CN2CC3(C)CC2CC(C)(C)C3)c([N+](=O)[O-])cc1OC (stereo not drawn),0,1.1,-0.3,-5
O=C(NCC(c1ccco1)S(=O)(=O)c1ccccc1)C(=O)NC1CCCC1 (stereo not drawn),17,4.5,-0.2,6
NC(=O)Cn1nnc(-c2ccccc2NC(=O)c2cccc(F)c2)n1,4,-1.7,0.2,10
COc1ccc(N2CCN(c3ccc(S(=O)(=O)N4CCOCC4)cc3)CC2)cc1,0,-0.3,-0.1,-10
COc1cccc2cc(C(=O)N(Cc3cccs3)CC3CCCO3)c(=O)oc12 (stereo not drawn),3,1.1,-0.2,1
Oc1ccc(CCNc2nc(Nc3ccncn3)nc3c2ncn3C2CCCCC2)cc1,2,-0.3,0.2,-17
CC1CCCC(NC(=O)C2N(C(C)c3ccccc3)C(=O)C3C(C(=O)Nc4ccc(Cl)cc4)C4C=CC32O4)C1C (stereo not drawn),-15,-0.6,0.1,-9
COC(=O)c1ccc2c(=O)nc3c(-c4ccccc4)n[nH]n3c2c1,12,-1.9,0.6,3
O=C(NC(NCCC12CC3CC(CC(C3)C1)C2)(C(F)(F)F)C(F)(F)F)c1ccccc1F,-3,1.4,-0.1,-1
CCOC(=O)C1(C)Oc2ccccc2NC1=O (stereo not drawn),11,-0.1,0.3,2
CCC(C)NC(=O)C1CC(=O)OC12CCCCC2 (stereo not drawn),0,-0.1,0.2,6
COc1ccc(NC(=O)N2CCCC(COCc3ccccc3)C2)c(OC)c1 (stereo not drawn),4,1.2,-0.1,9
FC(F)(F)c1cccc(NC2=NCCCCC2)c1,8,0.9,-0.1,4
CCNc1nccc(Nc2cc(OC)c(OC)c(OC)c2)n1,-9,0.1,0.1,13
COc1cc([N+](=O)[O-])ccc1-c1ccc(/C=C2\SC(N)=NC2=O)o1,12,0.0,-0.2,3

# Single entries from the list.
# Value for CCOC(=O)C1(C)Oc2ccccc2NC1=O (stereo not drawn) under FBW7 activator: 0.3
# Value for COc1cc([N+](=O)[O-])ccc1-c1ccc(/C=C2\SC(N)=NC2=O)o1 under GPR151 activ: 0.0
# Value for COC(=O)c1ccc2c(=O)nc3c(-c4ccccc4)n[nH]n3c2c1 under TEAD-YAP inh: 3
# Value for O=C(NC(NCCC12CC3CC(CC(C3)C1)C2)(C(F)(F)F)C(F)(F)F)c1ccccc1F under MITF inh: -3
# Value for O=C(NCC(c1ccco1)S(=O)(=O)c1ccccc1)C(=O)NC1CCCC1 (stereo not drawn) under GPR151 activ: 4.5
# Value for COc1ccc(N2CCN(c3ccc(S(=O)(=O)N4CCOCC4)cc3)CC2)cc1 under MITF inh: 0
# Value for COc1ccc(NC(=O)N2CCCC(COCc3ccccc3)C2)c(OC)c1 (stereo not drawn) under MITF inh: 4

# Pulled by compound from above (3):
SMILES,MITF inh,GPR151 activ,FBW7 activator,TEAD-YAP inh
O=C(NCCCN1CCOC(c2ccccc2)C1)c1ccc(Cl)c(Cl)c1 (stereo not drawn),17,-1.0,0.3,8
COC(=O)c1cc(NC(=O)CSc2nc3[nH]ncc3c(=O)n2-c2cccc(C(F)(F)F)c2)cc(C(=O)OC)c1,2,1.3,0.0,7
CC(C)Oc1ccc(C2CC(=O)N(c3cccc(/C=C/C(=O)O)c3)C2=O)cc1 (stereo not drawn),-1,0.8,0.0,0

# The list goes on.
SMILES,MITF inh,GPR151 activ,FBW7 activator,TEAD-YAP inh
CCOc1ccccc1CN[C@H]1C[C@@H](C(=O)NCc2cccnc2)N(Cc2ccccc2)C1,3,0.8,-0.1,17
COc1cc(S(=O)(=O)Nc2ccc(CC(=O)O)cc2)ccc1Cl,-17,-0.4,0.0,-12
O=C(CN(c1ccccc1F)S(=O)(=O)c1ccccc1)Nc1ccc(F)cc1,-9,0.1,-0.2,2
O=C(CCl)Nc1nnc(-c2ccccc2)o1,10,-2.2,0.1,-46
O=C(CNC(=O)c1ccccc1Cl)OCc1cccc(C(F)(F)F)c1,8,1.1,0.2,5
Cn1c(=O)c2c(nc(OCC3CCCCO3)n2Cc2ccc(F)cc2)n(C)c1=O (stereo not drawn),-2,-0.4,0.2,-4
Cc1nnc2c(N3CCN(C)CC3)nc3ccccc3n12,6,2.0,-0.2,0
COc1ccc(-n2nc(C(=O)NCC(=O)Nc3ccccc3OC)c3ccccc3c2=O)cc1Cl,0,0.3,0.0,6
COc1ccc([N+](=O)[O-])cc1NC(=O)C(C)N1C(=O)NC2(CCCc3ccccc32)C1=O (stereo not drawn),8,1.5,0.1,-5
Cn1c(Nc2cccc(C(=O)NCCN3CCOCC3)n2)nc2ccccc21,26,0.9,-0.3,-1
COc1ccc(C2C(C(C)=O)=C(O)C(=O)N2c2ccc(C)c(Br)c2)c(OC)c1 (stereo not drawn),9,0.4,-0.1,0
CCOc1cc(C2C(C(=O)OC(C)CC)=C(C)NC3=C2C(=O)CC(c2ccc(OC)cc2)C3)ccc1O (stereo not drawn),-2,2.2,-0.1,-13
CCCC(=O)Nc1ccc(C(=O)Nc2ccc(NC(C)=O)cc2)cc1,10,1.4,0.5,-6
O=C(Nc1ncnc2c1CCC2)c1ccc(S(=O)(=O)N2CCCC2)cc1,9,0.0,1.1,14
CCCCCNC(=O)c1ccc2c(c1)ncn2-c1cccc(C)c1,-1,-0.3,0.1,-13

# Single records (already shown). Order of screens: MITF inh	GPR151 activ	FBW7 activator	TEAD-YAP inh
# Entry for COc1cccc(CNC(=O)c2nnc(Cc3ccc(Cl)cc3Cl)o2)c1 = -16	0.0	0.1	-8
# Entry for Cc1ccc(S(=O)(=O)Nn2c(SCC(=O)NCCc3ccccc3)nc3ccccc3c2=O)cc1 = 0	-1.5	-0.1	8

# Continuation:
SMILES,MITF inh,GPR151 activ,FBW7 activator,TEAD-YAP inh
Cc1nc2nc(C)c(CCC(=O)Nc3ccc(Cl)cc3)c(C)n2n1,4,0.6,-0.1,0
O=C(Cn1cnc2sc3c(c2c1=O)CCCC3)NCCC(=O)Nc1cccc(C(F)(F)F)c1,12,0.8,0.0,10
CS(=O)(=O)N(CC(O)Cn1c2ccccc2c2ccccc21)c1ccccc1I (stereo not drawn),-12,-1.9,-0.4,-12
CCn1cc(CNc2nc3nonc3nc2N2CCSCC2)cn1,-3,-1.4,0.1,-2
CC(C)CN1C(=O)C(=O)/C(=C(\O)c2ccc(Cl)cc2)C1c1cccc(F)c1 (stereo not drawn),3,-0.5,-0.2,0
COc1cc(CN2CCC(n3nccc3NC(=O)CC(C)C)CC2)ccc1F,16,1.2,0.0,3
